From PubChem
TNAP activators = human TNAP enzyme activators, primary screen, biochemical, luminescent, no phosphate acceptor, uHTS (AID 1001); purified TNAP, luminescent activation assay, no phosphate acceptor; higher activation fold means a stronger effect; activation fold at 20 µM, or EC50 in µM where a hit was titrated; 200,000 compounds, 0.03% hits; in the data active means activation fold from about 3, or a potency from the dose series; inactive means the rest, 99 in 100 with activation fold below about 1.6; further: many of its hits are not listed in these tables
HEK293 NOD2/NF-kB = NOD2 signaling inhibitors, cell-based, luminescence, uHTS, HEK293 (AID 1566); inhibition, % at 4 µM, or EC50 in µM where a hit was titrated; 290,000 compounds, 0.63% hits; HEK293 NOD2/NF-kB luciferase reporter, luminescence; higher % means a stronger effect; further: many of its hits are not listed in these tables
ER stress rescue = protection against thapsigargin-triggered cell killing – 384-well, CSM14.1, ATP luminescence, primary screen (AID 1222); CSM14.1 thapsigargin-induced death rescue, ATP luminescence; higher % means a stronger effect; cellular ATP content (survival), % at 20 µM, or EC50 in µM where a hit was titrated; 190,000 tested, under 10 active;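 active means EC50 below 50 µM in the dose-response confirmation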;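 further: death triggered by thapsigargin at about 15 µM added after 2 h compound pretreatment; cell ATP read after overnight thapsigargin exposure of roughly 18 to 22 hours; normalized against plate controls of thapsigargin alone and 5% DMSO vehicle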
Yfh1-depleted yeast = enhancers of respiration in Yfh1-depleted yeast, dose response, Friedreich's ataxia, plus single-dose screen (AID 1465) | fold induction at 50 µM; hits with a dose series show EC50 in µM | S. cerevisiae Yfh1-off respiration, WST-1 reduction, 72 h; higher fold induction means a stronger effect | 220,000 compounds, 0.074% hits;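 active means fold induction of absorbance versus untreated yeast above a set limit, then at least 30% activation at any dose in follow-up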;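 further: activators that raise dye reduction in frataxin-depleted yeast; strong numbers were not always called active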
GPR55 beta-arrestin = GPR55 agonists via beta-arrestin recruitment, primary screen, imaging, U2OS cells, beta-arrestin-GFP redistribution (AID 1961). U2OS GPR55 beta-arrestin-GFP redistribution imaging; higher % means a stronger effect. activation, % at 10 µM; hits with a dose series show EC50 in µM. 290,000 compounds, 0.048% hits;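 active means activation above 40% with more than 50 cells counted in the well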;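 further: U2OS osteosarcoma cells stably expressing GPR55 and beta-arrestin-GFP; plate controls were DMSO negative control for no effect and LPI positive control for full effect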
KOR beta-arrestin-1 = kappa opioid receptor blockers – cell-based, luminescence, uHTS (AID 1778); KOR beta-arrestin recruitment, luminescence, antagonist mode; higher % means a stronger effect; inhibition, % at 10 µM, or IC50 in µM where a hit was titrated; 290,000 compounds, 0.091% hits; further: strong numbers were not always called active
KOR beta-arrestin-2 = kappa opioid receptor activators – cell-based, luminescence, uHTS, primary screen (AID 1777); 280,000 compounds, 0.02% hits; KOR beta-arrestin recruitment, luminescence; higher % means a stronger effect; activation, % at 10 µM; hits with a dose series show EC50 in µM; in the data active means activation above about 50%, passing the limit was not always enough; further: a part of the inactive calls stands beside numbers as strong as those of hits
NOD1 NF-kB reporter = inhibition of NOD1-driven NF-kB reporter – cell-based, luminescence, uHTS, primary screen (AID 1578); NOD1-driven NF-kB luciferase reporter cells, luminescence; higher % means a stronger effect; inhibition, % at 4 µM; hits with a dose series show EC50 in µM; 290,000 compounds, 1% hits; in the data active means inhibition mostly above about 36%, no sharp cut-off; inactive means mostly below about 34%;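 further: HEK-293T reporter cells stimulated with the NOD1 agonist gamma-tri-DAP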
NTR1 ag = NTR1-driven beta-arrestin-GFP spot formation – imaging, U2OS cells, high content, primary screen (AID 493036). agonist mode. activation, % at 20 µM. 330,000 compounds, 0.17% hits;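 active means activation at or above 40% of the spot to cytoplasm intensity ratio, with at least 20 cells analyzed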;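 further: 0% = DMSO without peptide and 100% = 100 nM NTR1 peptide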
Target sequence (P30989 whole entry, looked up): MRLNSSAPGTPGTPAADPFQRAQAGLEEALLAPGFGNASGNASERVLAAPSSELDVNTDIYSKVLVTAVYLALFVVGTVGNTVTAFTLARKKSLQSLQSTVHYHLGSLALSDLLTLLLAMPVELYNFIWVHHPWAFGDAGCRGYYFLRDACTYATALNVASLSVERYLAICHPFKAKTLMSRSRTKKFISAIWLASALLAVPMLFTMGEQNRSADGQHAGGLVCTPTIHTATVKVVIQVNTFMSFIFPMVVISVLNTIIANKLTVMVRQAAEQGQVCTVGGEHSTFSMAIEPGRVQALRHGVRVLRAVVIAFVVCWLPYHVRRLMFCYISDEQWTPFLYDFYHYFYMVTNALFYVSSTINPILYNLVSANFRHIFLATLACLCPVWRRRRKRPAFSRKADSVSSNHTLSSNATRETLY
NTR1 ag cell count 20 µM = further read-out of NTR1 ag, marked with its call; cell count; measured here: cell count, cytotoxicity flag
Starred values were filed as active, the others as inactive; i = inactive; / = no result given; [ ] = remark or other dose. Unless noted, no stated cut-off is given here; in the data, active means inhibition above about 50%; inactive means the rest.

no.	mol	TNAP activators	HEK293 NOD2/NF-kB	ER stress rescue	Yfh1-depleted yeast	GPR55 beta-arrestin	KOR beta-arrestin-1	KOR beta-arrestin-2	NOD1 NF-kB reporter	NTR1 ag	NTR1 ag cell count 20 µM
1	CCOC(=O)CC12CN3CN(C1)CC(CC(=O)OCC)(C3)C2=O	1.1	-0.7%	-3.7%	i	-0.1%	1.5%	-4.4%	-12.5%	-0.7	65
2	COc1cc(/C=c2\sc3n(c2=O)C(c2ccccc2)C(c2ccccc2)=NN=3)ccc1O (configuration not stated)	0.8	13.9%	0.0%	i	1.8%	29.2%	2.1%	0.3%	10.7	46
3	O=C(c1ccc2c(c1)[nH]c(=S)n1c3ccccc3nc21)N1CCN(c2cccc(Cl)c2)CC1	1	26.9%	-1.1%	i	0.1%	-58.4%	6.6%	-0.5%	8.2	47
4	O=C(O)c1ccc2c(c1)C1C=CCC1C(c1ccncc1)N2 (configuration not stated)	/	20.0%	/	i	0.0%	16.6%	1.7%	-6.0%	2.7	66
5	Cn1ncc([N+](=O)[O-])c1C(=O)N1CCOCC1	1.1	4.7%	-0.8%	i	-0.1%	0.6%	-2.6%	8.1%	-2.3	71
6	O=C(CC(=O)c1ccccc1)Nc1cccnc1Cl	0.8	-46.1%	0.4%	i	-0.2%	1.6%	-1.6%	-17.0%	0.9	71
7	O=C(COC(=O)C1CC(=O)N(c2ccc3c(c2)OCCO3)C1)Nc1ccc2c(c1)CCC2 (configuration not stated)	1.1	9.7%	1.7%	i	-0.1%	13.8%	14.3%	13.8%	-0.1	98
8	CC(C)OC(=O)CCNc1n[nH]c(=O)[nH]c1=O	1.1	-17.0%	-3.2%	i	-0.2%	17.2%	1.7%	-19.9%	1.7	66
9	O=C(COC(=O)Cc1cccc2ccccc12)Nc1ccccc1-c1ccccc1	1.1	0.5%	-1.4%	i	-0.1%	-24.6%	0.2%	3.4%	3.9	76
10	Cc1cccnc1NC(=O)NC(=O)c1ccc(C(C)(C)C)s1	/	-45.6%	/	i	-0.2%	16.6%	4.4%	-12.1%	-0.7	37
11	O=C(N/N=C/c1ccc([N+](=O)[O-])o1)C(=O)Nc1ccc(C(=O)O)cc1	/	8.1%	/	i	-0.1%	26.5%	0.2%	-7.9%	1.4	81
12	Cn1cccc1/C=N/NC(=O)c1ccccn1	/	-32.1%	/	i	-0.1%	0.1%	4.0%	-11.1%	-0.7	46
13	O=C(NCCc1ccccc1)C(=O)NCC1(c2ccccc2)CCCC1	1.1	12.0%	6.7%	i	0.2%	-2.9%	-2.6%	16.1%	4.1	56
14	COc1ccc(C(=O)NCCCNC(=O)c2cccnc2)cc1OC	/	-3.2%	/	/	1.0%	-33.3%	-1.0%	5.1%	-0.9	58
15	Cc1nc(Oc2ccccc2)c2ccccc2n1	1.1	-4.0%	-2.0%	i	0.0%	/	-3.2%	-12.6%	0.9	62
16	Cc1nnc(Nc2ccc(C(=O)NCCO)cc2)c2ccccc12	1	16.3%	-0.8%	i	-0.2%	-7.1%	-0.1%	-5.7%	-1.1	73
17	O=C(OCc1ccccc1)/C(=C/c1cccc([N+](=O)[O-])c1)NC(=O)c1ccco1	/	5.6%	/	/	-0.2%	7.9%	1.1%	11.8%	-0.5	65
18	COc1cc(CC(=O)OCC(=O)Nc2cc([N+](=O)[O-])ccc2Cl)cc(OC)c1OC	1	-7.2%	4.2%	i	0.0%	11.8%	5.1%	-32.4%	4.5	38
19	CCOC(=O)Nc1sc2nc(C)cc(C)c2c1-n1cccc1	1.1	14.0%	0.6%	i	0.0%	-25.7%	-0.2%	-12.1%	0.5	48
20	Cc1cc(C)cc(N(C(=O)CNC(=O)c2ccco2)C(C(=O)NC2CCCCC2)c2cccnc2)c1 (configuration not stated)	/	1.8%	/	/	0.1%	-8.1%	0.8%	-38.2%	-0.7	55
21	COc1ccc(C)cc1S(=O)(=O)Nc1ccccc1C	1.1	1.0%	-1.9%	i	-0.1%	14.0%	-0.3%	-10.2%	0.0	40
22	CCN(CC)c1nc2n(c(=O)n1)CCN2CC	1.1	1.4%	-1.5%	i	0.0%	33.2%	-6.1%	-20.5%	-0.6	80
23	Cc1cc(C(=O)CSc2ncccn2)c(C)n1-c1cccc(F)c1	1.1	-86.3%	0.6%	i	0.6%	14.5%	-2.2%	-39.2%	0.6	58
24	CCC(=O)Nc1cccc(NC(=S)NC(=O)c2ccc(C)cc2)c1	1	-107.5%	0.2%	i	-0.1%	-66.1%[20 µM]	-2.9%	-27.1%	-0.3	69
25	O=C(CN1CC(=O)Oc2ccccc21)OCC(=O)c1cccc(Br)c1	1.2	22.8%	-1.0%	i	-0.1%	2.1%	9.0%	-48.1%	-1.9	48
26	COCCn1nnnc1C(c1cccs1)N1CCN(c2ccccc2)CC1 (configuration not stated)	1.2	11.0%	-0.3%	i	-0.2%	-8.7%	-0.5%	-5.0%	1.8	34
27	CC(=O)Nc1ccc(S(=O)(=O)N2c3ccccc3C(C)=CC2(C)C)cc1	1.1	-28.3%	-2.5%	i	-0.3%	-130.3%	1.3%	24.4%	0.0	58
28	CS(=O)(=O)Nc1ccc2[nH]c(=O)[nH]c2c1	1.1	12.2%	1.2%	i	0.1%	11.0%	-1.0%	-42.0%	-0.3	62
29	O=C(/C=C/c1cn(-c2ccccc2)nc1-c1ccccc1)Nc1ccc(C(=O)O)cc1	1.1	-0.2%	-1.5%	i	0.3%	-31.2%	-5.4%	-26.6%	3.8	63
30	Cn1c(=O)[nH]c(=O)c2c1nc(CN1CCOCC1)n2CCCO	1.1	12.1%	-0.9%	i	-0.1%	-6.7%	-5.0%	5.0%	-1.7	58
31	CC(=O)Nc1c(C)nn(C(C)=O)c1C	1.1	-7.6%	-2.4%	i	0.1%	-46.4%	2.2%	-33.3%	2.5	63
32	O=C(Nc1ccc(CN2CCOCC2)cc1)c1ccc(Cl)cc1Cl	/	-3.2%	/	/	0.7%	22.9%[20 µM]	-6.7%	-51.5%	0.3	81
33	COc1ccc(CNS(=O)(=O)NCc2ccc(C)cc2)cc1OC	1.1	22.0%	0.8%	/	0.0%	-19.2%	-6.8%	-11.3%	-0.7	88
34	Cn1nc(C(F)(F)F)c(C#N)c1N1CCN(c2cccc(C(F)(F)F)c2)CC1	1	0.3%	-1.0%	i	0.2%	20.2%	1.0%	-1.7%	2.1	56
35	Cc1ncoc1C(=O)N1CCCC(CCC(=O)NCc2ccc(F)c(F)c2)C1 (configuration not stated)	1.1	-6.2%	-0.2%	i	-0.1%	-16.2%[20 µM]	/	-31.1%	0.2	48
36	CCN(CC)S(=O)(=O)c1ccc(OC)c(NC(=O)CSc2cc(Cl)ccc2Cl)c1	1.1	3.2%	1.2%	i	0.2%	8.0%	11.9%	-10.0%	-0.2	44
37	COc1ccc(-n2c(COc3ccccc3)nnc2SCC(N)=O)cc1	1.1	-1.8%	-1.4%	i	0.4%	13.1%	8.8%	-4.7%	-1.4	73
38	CCOC(=O)c1c(NC(=O)CCN2CCOCC2)sc(C)c1-c1ccccc1	1.1	22.3%	12.2%	i	-0.2%	-5.8%	2.2%	0.7%	3.3	69
39	O=C(Nc1ccc(C(=O)O)cc1)/C(=C\c1cccc([N+](=O)[O-])c1)NC(=O)c1ccc(Br)o1	1.1	13.4%	0.0%	i	-0.6%	5.4%	-5.7%	-5.9%	-0.3	37
40	O=C1CCCN1c1ccc(S(=O)(=O)NCc2ccc(F)cc2)cc1	/	29.0%	/	/	-0.1%	-17.4%	-5.6%	-7.0%	-0.6	66
41	CCN(CC)S(=O)(=O)c1ccc(N2C(=O)Nc3ccccc3N2O)cc1	1.1	-0.6%	-1.1%	i	0.0%	11.9%	6.4%	-13.0%	-1.8	68
42	CCn1c(CC(=O)Nc2ccc(C)cc2)nnc1SCC(=O)NCCc1ccccc1	1.1	29.5%	-2.3%	i	-0.2%	-11.7%	1.8%	10.0%	1.6	86
43	O=C(Cc1ccccc1)NCC(=O)N/N=C/c1cccnc1	/	18.5%	/	i	-0.3%	1.8%	4.7%	-0.9%	0.1	71
44	O=C(N/N=C/c1cc([N+](=O)[O-])ccc1O)c1ccc(COc2ccc3c(c2)CCC3)o1	/	50.4%*	/	/	-0.1%	-14.0%	-1.5%	-33.6%	4.0	56
45	CC1(C)c2ccccc2N2CC(=O)N[C@@]21/C=C/C=C/c1ccccc1	/	21.5%	/	i	-0.3%	-3.7%	-0.7%	0.5%	2.2	52
46	Cc1cccc(CSCC(=O)NCc2ccc(S(N)(=O)=O)cc2)c1	1	12.7%	-0.7%	i	0.0%	16.3%	-1.8%	-19.6%	0.0	54
47	CCCC1C2CN(C(C)=O)CC=C2C(C#N)=C(N)C1(C#N)C#N (configuration not stated)	1.1	-12.8%	-2.5%	i	-0.2%	-73.7%	4.4%	14.8%	0.5	72
48	CCOc1ccc(N(C)C(=O)CCc2nnc3ccc(N4CCC5(CC4)OCCO5)nn23)cc1	/	6.4%	/	/	0.2%	-27.3%	5.3%	39.0%	-0.2	48
49	CCN(c1ccc(OC)cc1)S(=O)(=O)c1ccc2c(c1)CC(C)N2C(=O)C1CC1 (configuration not stated)	/	-2.5%	/	/	0.3%	-11.6%	-2.4%	-0.7%	2.2	77
50	Cc1cccn2c(NC(=O)c3ccccc3F)c(-c3ccccc3)nc12	/	20.4%	/	/	1.3%	0.1%	-2.9%	-8.5%	-1.8	78
51	CNC(=S)N(CCc1cccc(C)c1)Cc1cc2cc(OC)c(OC)cc2[nH]c1=O	1.1	-7.4%	-1.9%	i	-0.3%	-22.9%	-0.8%	1.8%	7.2	48
52	O=C(NC(=S)Nc1ccccc1[N+](=O)[O-])c1cncc(Br)c1	/	-0.9%	/	/	-0.1%	32.2%	-1.0%	-12.0%	-1.2	38
53	Cc1ccc(Sc2ncccc2/C=N/O)cc1	1.1	-11.8%	-0.4%	i	0.0%	40.2%	0.3%	22.7%	2.6	48
54	COc1ccc(C(=O)O)cc1N1C(=O)Nc2ccccc2N1O	1.1	-0.7%	-1.3%	/	0.3%	3.8%	-2.9%	-34.9%	0.9	34
55	Cc1ccc(-n2cccn2)cc1	1.1	19.4%	2.4%	i	0.4%	-2.3%	1.5%	-30.0%	-0.8	29
56	Cc1ccc(NS(=O)(=O)c2cc(C(=O)O)ccc2Cl)cc1	1.1	13.3%	-0.4%	i	-0.6%	-38.5%	-4.4%	23.5%	0.4	71
57	CC1Cc2ccccc2N1CC(=O)Nc1ccc2c(c1)OCO2 (configuration not stated)	1.1	-10.5%	3.7%	i	0.0%	-1.3%	0.4%	0.9%	-0.6	49
58	COc1cccc(COc2ccc(N(C)S(=O)(=O)c3ccccc3)cc2)c1	/	5.7%	/	/	-0.1%	-16.2%	-1.3%	-1.1%	-1.3	40

A portion of the library; rates above refer to the full screens.
